DT40 TDP1 CPT: growth inhibition of DT40 Tdp1-/-;hTDP1 cells with camptothecin (screen for TDP1 inhibitors); chicken DT40 Tdp1-/-;hTDP1 cells + 20 nM CPT, ATP luminescence, 48 h; Potency, µM (titrated, usually from 46.2 µM), for inactives: at the top dose activity change, negative = growth inhibition, actives largely listed as inhibitors; 12% of 420,000 active; AID 686979; note: nearly all actives have a fitted effect of over 55% in size
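Chicken DT40 Tdp1-/- cells stably complemented with human TDP1 were seeded at 400 cells/well in medium containing 20 nM camptothecin, exposed to pin-transferred compounds, and grown at 37 °C for at least 48 hr. Viability was read as ATP luminescence.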
N370S GC: N370S glucocerebrosidase modulation, Gaucher chaperone candidate. P04062. N370S GC spleen homogenate, 4MU-glucoside fluorescence. Potency, µM (highest dose often 59.4 µM), without a hit: top-dose activity change, negative = inhibition, actives largely listed as inhibitors. 0.092% of 330,000 active;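 note: 0% = full enzyme activity and -100% = no enzyme basal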
FEN1 inhibitor: human FEN1 inhibition. Potency, µM (titrated, usually from 114 µM), inactives show top-dose activity change, negative = inhibition, most hits filed as inhibitors. P39748. 0.35% of 390,000 active. Recombinant FEN1 flap cleavage, fluorescence, 15 min. AID 588795; note: nearly all actives have a fitted effect of over 65% in size
Target sequence (P39748 whole entry, looked up): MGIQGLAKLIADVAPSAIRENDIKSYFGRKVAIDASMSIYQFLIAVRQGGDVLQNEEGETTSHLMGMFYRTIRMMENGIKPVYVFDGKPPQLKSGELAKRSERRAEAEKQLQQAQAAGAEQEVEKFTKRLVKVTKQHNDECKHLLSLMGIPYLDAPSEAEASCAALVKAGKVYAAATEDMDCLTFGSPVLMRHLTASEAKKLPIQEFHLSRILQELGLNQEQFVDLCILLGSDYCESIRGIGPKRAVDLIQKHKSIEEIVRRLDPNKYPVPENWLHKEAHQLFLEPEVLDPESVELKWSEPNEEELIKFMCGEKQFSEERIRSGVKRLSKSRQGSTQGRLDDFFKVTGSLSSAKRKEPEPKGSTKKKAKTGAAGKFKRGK
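Concentration–response screening of FEN1 (10 nM): 15 min compound preincubation at room temperature, reaction started with 50 nM substrate and read at 0 and 15 min. Corrected, normalized data were fitted by a four-parameter Hill equation.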
Active calls of the source: *; ? = inconclusive; / = not tested or not shown; [ ] = remark or other dose. Calls come from the whole dose curve; as a rule, active = well fitted curve in the direction sought with a large enough effect; inconclusive = small, poorly fitted or top-dose-only effect, or another doubt; inactive = no such curve, though single readings can be large; an effect the other way counts as inactive or inconclusive. Unless noted, % is set by controls: 0 for no effect and ±100 for the full control effect; potency is the fitted concentration of half-maximal effect.

SMILES	DT40 TDP1 CPT	N370S GC	FEN1 inhibitor
Cc1nc(C)c(C(=O)OCC(=O)NCCc2ccc(S(N)(=O)=O)cc2)s1	7%	/	-14%
CCS(=O)c1ccccc1C(=O)O (stereo not drawn)	-6%	-20%	1%
O=C(CN(C(=O)CNC(=O)c1ccco1)c1ccc2c(c1)OCCO2)NC1CCCC1	2%	2%	1%
COc1ccc(NC2=C(C(C)=O)C(c3ccccc3)C(C(C)=O)C(C)(O)C2)cc1 (stereo not drawn)	-6%	-2%	-3%
O=C(Nc1cc(-c2ccccc2F)nn1-c1ccccc1)c1ccccc1Br	18µM*	/	-14%
Cc1cccc(C(=O)NC2CCN(CC(=O)NCc3ccccc3F)CC2)c1	10%	-4%	35%[activator]
C=CCn1c(SCC(=O)N(C)C2CCCCC2)nnc1C1CC1	-10%	/	1%
C=C(C1=CCN(S(=O)C(C)(C)C)[C@@H]1CCO)c1ccccc1 (stereo partly drawn)	7.3µM*	/	2%
O=C(COc1ccc(Br)cc1)N1CCOCC1	-11%	10%	1%
O=C(NCCc1ccc(Cl)cc1)C1CCN(S(=O)(=O)N2CCCCC2)CC1	?	7%	4%
C/C(=N/NC(=O)C(C)n1nc(C)c([N+](=O)[O-])c1C)c1ccc(OCC(N)=O)cc1 (stereo not drawn)	?	4%	-2%
Cc1cccc(-c2nnc(SCC(=O)N3CCCc4ccccc43)o2)c1	?	/	-24%
O=C(NCC1CCCO1)c1ccc(C(=O)NCC2CCCO2)cc1 (stereo not drawn)	4%	4%	1%
O=C1C2C(C(=O)N1/N=C/c1ccco1)C1C=CC2C12CC2 (stereo not drawn)	-15%	8%	-10%
CCOC(=O)CC(NC(=O)Cn1nnc(-c2ccc(Cl)cc2)n1)c1ccc(OC)cc1 (stereo not drawn)	-24%	/	-5%
Cc1ccccc1CC(=O)Nc1sc(C(C)C)cc1C(=O)N1CCOCC1	-23%	11%	-3%
O=C(c1cccc2c1-c1ccccc1C2)N1CCCCC1	-11%	3%	-1%
CCOc1ccc(OCCC(=O)N(CCCOC)c2c(N)n(Cc3ccccc3)c(=O)[nH]c2=O)cc1	16%	-1%	-5%
CCOC(=O)CNC(=O)CSc1nnc(-c2ccncc2)n1-c1ccc(Cl)cc1	-4%	6%	6%
Cc1nc2sccn2c(=O)c1S(=O)(=O)NCCc1ccccc1	0%	-4%	-13%
COc1ccc(C(=O)CSc2nccn2C)c(OC)c1	5%	-23%	0%
CCOc1ccc(-n2ccnc2SCC(=O)Nc2nnc(CC)s2)cc1	?	24%	-1%
COc1ccc(NS(=O)(=O)c2ccc3c(c2)CCN3C(=O)C2CC2)cc1OC	8.2µM*	/	-10%
COc1ccc(Cn2c(C(=O)O)c(CNCc3ccc(C)o3)c3ccc(OC)cc32)cc1	23µM*	/	-4%
CC(NC(=O)CN(c1ccc(Br)cc1)S(C)(=O)=O)c1ccccc1 (stereo not drawn)	-6%	-4%	-11%

Following part
SMILES	DT40 TDP1 CPT	N370S GC	FEN1 inhibitor
Cc1ccc(C(C(=O)NCc2ccco2)N(Cc2ccco2)C(=O)CNC(=O)c2ccco2)cc1 (stereo not drawn)	-15%	3%	7%
CCCSc1nc(N)cc(=O)[nH]1	-13%	-2%	2%
COc1ccc(-c2cc(C(F)(F)F)nc(NCCc3ccccc3)n2)cc1OC	-16%	/	-9%
Cc1ccc(C)c(NC(=S)Nc2ncccc2C)c1	?	-3%	-12%
CCOC(=O)c1c(C)[nH]c(C)c1C(=O)COC(=O)c1cc2ccccc2cc1O	?	?	?
Cc1ccc(SCCC(=O)Nc2cccc(N(C)S(C)(=O)=O)c2)cc1	-29%	-8%	-18%
Nc1nonc1C(=O)NCCNCc1cc(Br)ccc1OCc1ccc(F)cc1	10µM*	2%	-12%
COc1ccc(/C=C/C(=O)NCc2ccc3c(c2)OCO3)cc1OC	-5%	/	35%[activator]
O=c1c2[nH]c3cccc(Cl)c3c2ncn1Cc1ccco1	-1%	0%	7%
CCN(CC)CCCNC(=O)CN1C(=O)CCn2nc(-c3cn(C)c4ccccc34)cc21	-1%	/	-4%
Cc1ccccc1NC(=O)CSc1nc(-c2cccs2)nc2cc(=O)[nH]n12	1%	1%	-10%
COc1ccccc1C(CC(N)=O)c1ccco1 (stereo not drawn)	-11%	10%	3%
O=C(OCC(=O)N1CCCCC1)c1cccs1	10%	/	3%
CCC(=O)NCCCNc1nc2c(C)cccc2cc1C#N	-17%	14%	-7%
Cc1ccc(C)c(N2CCN(S(=O)(=O)c3ccc4[nH]c(=O)ccc4c3)CC2)c1	?	-15%	2%
O=C(Nc1sc2c(c1C(=O)NCc1cccnc1)CCCC2)c1ccco1	-23%	?	4%
Cc1nonc1CC(=O)N1CCc2c([nH]c3ccccc23)C1c1ccccc1F (stereo not drawn)	?	0%	-12%
COc1cccc(C(=O)OCCNC(=O)c2cccnc2)c1	1%	-12%	1%
CC(NC(=S)Nc1c(Cl)cccc1OC(F)F)C(C)(C)C (stereo not drawn)	-6%	7%	2%
CCc1ccc(NC(=O)c2sc(-n3nc(C)c(CCC(C)C)c3C)nc2C)cc1	?	/	7%
CCn1c2ccccc2c2cc(N=C3SC(CC(=O)Nc4ccccc4OC)C(=O)N3CCOC)ccc21 (stereo not drawn)	?	-2%	-9%
C=CCNc1nc(Cl)nc(NCc2ccco2)n1	-22%	1%	10%
CCOc1ccc(-n2c(=O)c3sccc3n(CC(=O)Nc3cccc(OC)c3)c2=O)cc1	?	0%	-3%
N#Cc1c(N2CCOCC2)nsc1-c1ccc(C(F)(F)F)cc1	?	12%	5%
C=CCn1c(SCC(=O)Nc2ccccc2C)nc(O)cc1=O	9%	0%	15%

Complete entries from above.
Profile of C=CCn1c(SCC(=O)Nc2ccccc2C)nc(O)cc1=O = DT40 TDP1 CPT: 9%; N370S GC: 0%; FEN1 inhibitor: 15%
Profile of Cc1ccc(C)c(NC(=S)Nc2ncccc2C)c1 = DT40 TDP1 CPT: ?; N370S GC: -3%; FEN1 inhibitor: -12%

Further compounds:
SMILES	DT40 TDP1 CPT	N370S GC	FEN1 inhibitor
CCc1nc(-n2[nH]c(=O)c3ccccc3c2=O)c2c3c(sc2n1)CCCC3	-7%	/	0%
Cc1cc(-c2ccc(C)c(S(=O)(=O)Nc3ccccn3)c2)on1	13%	/	-4%
Cc1cccc(N=C2NC(=O)/C(=C3/C(=O)N(C)c4ccccc43)S2)c1C	-22%	0%	12%
Cn1c(CNS(=O)(=O)c2ccc(Cl)cc2)cc(=O)n(C)c1=O	2%	-7%	17%
O=C(Nc1ccc(F)cc1F)c1cc(-c2ccccc2O)no1	-27%	/	-12%
COc1cc(COc2ccc3c(C)c(CC(=O)O)c(=O)oc3c2C)cc(OC)c1OC	-7%	-5%	14%
O=[N+]([O-])c1ccccc1S(=O)(=O)Nc1ccc(S(=O)(=O)N2CCCC2)cc1	12%	/	19%
CCOc1ccc(CCNC(=O)C2CSC3(C)CCC(=O)N23)cc1OCC (stereo not drawn)	-1%	-3%	-13%
CCCn1ccc2c(OCC(=O)Nc3ccc(OC)c(OC)c3)cccc2c1=O	13µM*	/	-18%
Cc1ccc2nc3c(cc(C(=O)NC4CCS(=O)(=O)C4)n3Cc3ccccc3)c(=O)n2c1 (stereo not drawn)	?	?	-2%
CC(C)OCCCNC(=O)c1ccc2c(c1)S(=O)(=O)c1ccccc1C2=O	-8%	0%	-1%
O=C(Cc1ccccc1)N/N=C/c1ccc2c(c1)OCO2	11%	1%	7%
COc1cccc(-n2c(SCC(=O)c3c[nH]c4ccccc34)nc3ccccc3c2=O)c1	21µM*	11%	2%
Cc1cccc(-c2nc3ccccc3n3c(-c4ccccc4)c4c(=O)n(C)c(=O)n(C)c4c23)c1	-6%	/	-2%
Cc1ccc2c(c1)cc(C(=O)NCc1ccccc1C)n2C	-17%	/	1%
COc1ccc(NC(=O)CN(C)C(=O)c2cccc(S(=O)(=O)N3CCN(Cc4ccccc4)CC3)c2)cc1	18µM*	2%	-16%
Cc1ccc(C)c(OCC(=O)Nc2nc3ccc([N+](=O)[O-])cc3s2)c1C	?	5%	3%
COc1ccc(/C=C2\SC(=S)N(Cc3cccnc3)C2=O)cc1C	?	0%	3%
CC(O)CNCCCCOc1ccc(OCc2ccccc2)cc1 (stereo not drawn)	23µM*	-10%	-4%
COc1cc(C)nc(N(C)S(=O)(=O)c2ccccc2Cl)n1	-20%	-11%	-16%
COc1cc2nc(C#N)nc(N)c2cc1OC	?	/	3%
S=c1[nH]nc2ccccn12	-19%	/	?
O=C1OC(NC(=O)c2ccccc2)C(N2CCOCC2)=C1Cl (stereo not drawn)	5%	5%	-15%
O=C(NNc1c(Cl)cccc1Cl)c1c(F)cccc1Cl	10%	?	17%
COc1ccc(NC(=O)N2CCCC(C(=O)NCCc3ccccc3)C2)cc1 (stereo not drawn)	?	0%	-10%

Among those listed so far, 9 contain fluorine:
SMILES	DT40 TDP1 CPT	N370S GC	FEN1 inhibitor
O=C(Nc1cc(-c2ccccc2F)nn1-c1ccccc1)c1ccccc1Br	18µM*	/	-14%
Cc1cccc(C(=O)NC2CCN(CC(=O)NCc3ccccc3F)CC2)c1	10%	-4%	35%[activator]
COc1ccc(-c2cc(C(F)(F)F)nc(NCCc3ccccc3)n2)cc1OC	-16%	/	-9%
Nc1nonc1C(=O)NCCNCc1cc(Br)ccc1OCc1ccc(F)cc1	10µM*	2%	-12%
Cc1nonc1CC(=O)N1CCc2c([nH]c3ccccc23)C1c1ccccc1F (stereo not drawn)	?	0%	-12%
CC(NC(=S)Nc1c(Cl)cccc1OC(F)F)C(C)(C)C (stereo not drawn)	-6%	7%	2%
N#Cc1c(N2CCOCC2)nsc1-c1ccc(C(F)(F)F)cc1	?	12%	5%
O=C(Nc1ccc(F)cc1F)c1cc(-c2ccccc2O)no1	-27%	/	-12%
O=C(NNc1c(Cl)cccc1Cl)c1c(F)cccc1Cl	10%	?	17%

Later entries
SMILES	DT40 TDP1 CPT	N370S GC	FEN1 inhibitor
COc1ccc(S(=O)(=O)N(CC(=O)NC2CCCC2)c2ccccc2OC)cc1	?	-4%	-3%
CCOC(=O)CCc1ccc(NC(=O)/C=C/c2ccc([N+](=O)[O-])o2)cc1	1.8µM*	/	-3%
Cc1cccn2c(=O)cc(COC(=O)C(C)Oc3ccccc3)nc12 (stereo not drawn)	-4%	/	10%
COc1ccc(N2CCCn3c2nc2c3c(=O)n(Cc3ccccc3F)c(=O)n2C)c(OC)c1	-27%	4%	0%
COc1ccc(CN2CN=C(Nc3nc4ccccc4s3)NC2)cc1	-23%	-2%	-3%
O=C(Nc1ccccc1)OCc1cc(-c2ccccc2Cl)on1	-1%	/	?
CN(Cc1nc(-c2cnccn2)no1)C1CC(C)(C)NC(C)(C)C1	-15%	-7%	-6%
CC(Oc1ccccc1)C(=O)N1CCN=C1SCc1ccccc1F (stereo not drawn)	?	10%	-18%
Cc1ccccc1CNC(=O)c1ccc2c(c1)c(C)c(C)n2C	?	/	2%
CC(C)(C)c1nnc(NC(=O)c2cccnc2Cl)s1	1%	8%	-4%
C[C@H](CCC(=O)NCC(=O)O)[C@H]1CC[C@H]2C3[C@H](O)C[C@@H]4C[C@H](O)CC[C@]4(C)[C@H]3C[C@H](O)[C@]12C (stereo partly drawn)	-1%	1%	17%
C#CCOc1c(Cl)cc(/C=N/NC(N)=S)cc1OCC	?	-22%	-4%
CCOC(=O)[C@@H]1[C@H]2COc3cc(OC)ccc3[C@@H]2N2C(=O)N(c3ccc(C(F)(F)F)cc3)C(=O)[C@@]12C	?	-7%	-9%
Cc1ccc(NC(=O)CSc2nnc3ccc4ccccc4n23)cc1	-25%	/	-2%
CC(=O)c1cc(-c2ccc(F)cc2)n(CC(=O)NC2CCC(C)CC2)c1C (stereo not drawn)	?	/	-7%
COc1ccc(CCN2CC(C(=O)NCCc3ccccn3)CCC2=O)cc1 (stereo not drawn)	0%	-9%	-6%
CN(C)C(=O)c1ccc(NC(=O)CN2C(=O)NC3(CCCc4ccccc43)C2=O)cc1 (stereo not drawn)	-20%	-1%	2%
CC(CCc1ccccc1)NC(=O)C1CCCN(C(=O)c2cc3sccc3n2C)C1 (stereo not drawn)	18µM*	2%	5%

Taken from above.
COc1ccc(CCN2CC(C(=O)NCCc3ccccn3)CCC2=O)cc1 (stereo not drawn) in DT40 TDP1 CPT is entered as 0%
Cc1ccccc1CNC(=O)c1ccc2c(c1)c(C)c(C)n2C in FEN1 inhibitor is entered as 2%
C[C@H](CCC(=O)NCC(=O)O)[C@H]1CC[C@H]2C3[C@H](O)C[C@@H]4C[C@H](O)CC[C@]4(C)[C@H]3C[C@H](O)[C@]12C (stereo partly drawn) in DT40 TDP1 CPT is entered as -1%
CCOC(=O)CCc1ccc(NC(=O)/C=C/c2ccc([N+](=O)[O-])o2)cc1 in FEN1 inhibitor is entered as -3%
Cc1cccn2c(=O)cc(COC(=O)C(C)Oc3ccccc3)nc12 (stereo not drawn) in DT40 TDP1 CPT is entered as -4%

Random excerpt: two records from the list
SMILES	DT40 TDP1 CPT	N370S GC	FEN1 inhibitor
COc1ccc(N2CCCn3c2nc2c3c(=O)n(Cc3ccccc3F)c(=O)n2C)c(OC)c1	-27%	4%	0%
CC(=O)c1cc(-c2ccc(F)cc2)n(CC(=O)NC2CCC(C)CC2)c1C (stereo not drawn)	?	/	-7%

An excerpt; count on the stated rates, not on these rows.
